High-throughput results (PubChem BioAssay)
EBNA-1 inh: blocks EBNA-1 binding to DNA | hit rate 0.34% among 300,000 | AID 1950 | EBNA-1 DNA binding, fluorescence polarization | inhibition, % at 14.8 µM; in the data active = inhibition above about 28%
ZTA counter: counter-screen for EBNA-1 inhibitors: inhibitors of Epstein-Barr virus ZTA | AID 2234 | P03206 | inhibition, % at 11 µM | ZTA-DNA binding, fluorescence polarization | hit rate 0.15% among 320,000; in the data active = inhibition above about 33%
proCasp7 act: counter-screen for procaspase-3 activators: activators of human procaspase-7; activation, % at 8.5 µM; recombinant procaspase-7, Ac-DEVD-pNA absorbance 405 nm; D23A/D198A/D206A triple mutant, cannot self-cleave; scale: DMSO 0, 5 µM enzyme 100; P55210; hit rate 0.093% among 330,000; AID 463210;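 active = percent activation above the screen-wide mean plus 3 SD, cut at about 25% in these data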
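System: Procaspase-7 triple mutant (PC-7 D3A); measure: % activation from two-timepoint absorbance difference, scaled to controls; times: 1 h compound preincubation, 2 h substrate cleavage, 25 °C; also added: Ac-DEVD-pNA substrate, 400 µM as added; measured by: Epi-absorbance of released pNA at 405 nm, two timepoints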
procasp3 activ: activates human procaspase-3. AID 463141. recombinant procaspase-3 D3A, Ac-DEVD-pNA absorbance 405 nm. activation, % at 8.5 µM. hit rate 0.11% among 330,000;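 active = activation above the mean of all tested compounds plus 3 SD, cut at about 21% in these data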;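 also: 0% = DMSO alone and 100% = DMSO wells spiked with extra 5 µM PC-3 D3A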
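Assay system: Procaspase-3 D3A mutant, all three cleavage aspartates alanine. Buffer or medium: Zinc-free HEPES saline buffer with Triton X-100. Times: 1 h compound preincubation, 2 h substrate hydrolysis at 25 °C. Measured by: 405 nm absorbance of p-nitroaniline, reads at 0 and 120 min. Read-out basis: percent activation relative to control range. Replicates: singlicate.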
AHR activator: activates the human aryl hydrocarbon receptor. P35869. AHR-responsive luciferase reporter cells, luminescence. activation, % at 5 µM. hit rate 2.5% among 320,000. AID 2796; in the data active = activation above about 47%;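 also: 0% = vehicle wells and 100% = reference agonist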
RPL19A TOR yeast: yeast TOR pathway RPL19A-GFP modulation; S. cerevisiae RPL19A-GFP strain, flow cytometry, 3 h; active compounds read low; percent response vs DMSO, % at 10 µM; hit rate 0.3% among 330,000; AID 2025;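 active = percent response vs DMSO below 50%; inconclusive = fewer than 70 events counted for the yeast strain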;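 also: median channel GFP fluorescence of the barcoded RPL19A-GFP strain; ratio of sample median GFP to plate DMSO average so 100% = DMSO; lower means less RPL19A-GFP as with rapamycin TOR inhibition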
LAP4 TOR yeast: modulators of TOR pathway LAP4-GFP in S. cerevisiae; S. cerevisiae LAP4-GFP multiplex, flow cytometry GFP, 3 h; median GFP as percent of DMSO wells; GFP response vs DMSO, % at 10 µM; hit rate 0.34% among 320,000; AID 2023;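 active = GFP response vs DMSO above a set limit, about the screen mean plus 3 SD, cut at about 150% in these data; inconclusive = under 70 cell events counted for the yeast strain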
MEP2-GFP yeast: modulators of TOR pathway MEP2-GFP in S. cerevisiae; S. cerevisiae MEP2-GFP strain, flow cytometry GFP, 3 h; 100% = DMSO control level; GFP response vs DMSO, % at 10 µM; hit rate 0.51% among 330,000; AID 2016;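 active = GFP response versus DMSO above a set limit, roughly screen mean plus 3 SD, cut at about 180% in these data; inconclusive = fewer than 70 cells counted for a yeast strain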;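 also: median GFP fluorescence of the barcode-gated MEP2-GFP cells per well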
Starred values were filed as active, the others as inactive; ? = inconclusive; . = no result given.

Start of the listing, in advance:
SMILES	EBNA-1 inh	ZTA counter	proCasp7 act	procasp3 activ	AHR activator	RPL19A TOR yeast	LAP4 TOR yeast	MEP2-GFP yeast
COc1ccc(N2CCN(C(=O)c3cc(N4C(=O)C5C6CCC(C6)C5C4=O)ccc3Cl)CC2)cc1 (stereo unspecified)	1	-1	-14	5	2	106	91	103
COc1ccccc1N1CCN(C(=O)c2cc(C)oc2C)CC1	4	-3	-2	6	3	100	100	97
CCOc1ccc(S(=O)(=O)NC(Cc2c[nH]c3ccccc23)C(=O)O)cc1 (stereo unspecified)	8	7	10	2	18	90	90	97
CN(C)c1nc(N(C)C)n(Cc2c(Cl)cccc2Cl)n1	6	15	2	-3	-3	102	92	98
COC(=O)c1ccc(-c2noc(CN(C)CC3CCCCO3)n2)cc1 (stereo unspecified)	-3	-4	8	-1	14	96	105	101
COc1ccc(C(C)=O)cc1COC(=O)c1c(C)noc1C	2	-2	10	-2	1	92	100	110

Main list, from the first entry:
SMILES	EBNA-1 inh	ZTA counter	proCasp7 act	procasp3 activ	AHR activator	RPL19A TOR yeast	LAP4 TOR yeast	MEP2-GFP yeast
COc1ccc(N2CCN(C(=O)c3cc(N4C(=O)C5C6CCC(C6)C5C4=O)ccc3Cl)CC2)cc1 (stereo unspecified)	1	-1	-14	5	2	106	91	103
COc1ccccc1N1CCN(C(=O)c2cc(C)oc2C)CC1	4	-3	-2	6	3	100	100	97
CCOc1ccc(S(=O)(=O)NC(Cc2c[nH]c3ccccc23)C(=O)O)cc1 (stereo unspecified)	8	7	10	2	18	90	90	97
CN(C)c1nc(N(C)C)n(Cc2c(Cl)cccc2Cl)n1	6	15	2	-3	-3	102	92	98
COC(=O)c1ccc(-c2noc(CN(C)CC3CCCCO3)n2)cc1 (stereo unspecified)	-3	-4	8	-1	14	96	105	101
COc1ccc(C(C)=O)cc1COC(=O)c1c(C)noc1C	2	-2	10	-2	1	92	100	110
Cn1c(SCc2ccc(C#N)cc2Cl)nc2ccccc21	3	3	-1	0	5	97	145	106
O=C(NC1CCN(C(=O)NCc2ccccc2)CC1)c1ccccc1	-15	-8	0	12	-1	104	100	106
COc1cccc(NC(=O)CSc2nnc(-c3ccc(C)cc3)o2)c1	5	7	3	0	7	101	106	104
COc1ccccc1N1C(=O)[C@@H]2[C@H](C1=O)[C@H](C(=O)c1ccc(OC(C)=O)cc1)N1N=CC=C[C@@H]21	-9	-6	-7	-5	21	101	112	98
COC(=O)c1cc(S(=O)(=O)NCC2CCN(CCc3cccs3)CC2)cn1C	-4	12	-7	-4	-1	97	83	96
COc1ccc2c(c1)CCCC21NC(=O)N(CC(N)=O)C1=O (stereo unspecified)	0	-9	8	-2	-1	98	106	110
COC(=O)C1=C(N)OC2=C(C(=O)CC(C)(C)C2)C1c1cc2c(cc1Cl)OCO2 (stereo unspecified)	8	10	3	-5	2	101	81	100
CCC(CC)C(=O)Nc1cc(C(=O)OC)ccc1C(=O)OC	-1	-16	8	-4	0	101	92	101
CC1(C)CC(=O)C2=C(C1)OC(N)=C(C#N)C2c1ccoc1 (stereo unspecified)	-14	-2	-7	9	1	95	118	105
Cc1ccccc1N1CCN(C2CCCN(C(=O)CCN3CCCO3)C2)CC1 (stereo unspecified)	-7	-19	9	6	1	103	101	107
COc1ccc(NC(=O)CN2CCCCC2)c([N+](=O)[O-])c1	13	-15	0	-10	0	91	90	91
N#Cc1c(C(F)(F)F)cc(-c2cccs2)nc1N1CCCCC1	4	-4	13	11	-1	93	100	89
O[C@@H]([C@H](O)[C@H](O)CBr)[C@H](O)CBr	5	2	4	0	-1	101	102	96
COc1ccc2c(c1)/C(=N/OC(=O)c1cccs1)CCC2	-5	-17	-7	-1	6	99	95	104
O=C(Nc1ccc(Cl)cc1)N[C@@H]1c2c(ccc3ccccc23)OC[C@@H]1CO	4	4	-1	2	6	93	97	97
O=C(Cn1nc(Cc2cccnc2)c2ccccc2c1=O)Nc1cccnc1Cl	16	10	2	10	-1	99	89	108
COc1ccccc1N(C(=O)CCl)c1cn(C(C)=O)c2ccccc12	8	13	-8	2	7	99	125	96
CCc1ccccc1N(CC(=O)NCc1ccco1)C(=O)CCC(=O)Nc1nccs1	6	-1	-1	-8	9	90	83	93
O=S(=O)(c1ccc(Br)cc1)c1nc(-c2ccccc2)oc1NCc1cccnc1	1	6	4	1	-1	87	91	95
O=C(N=c1ccn(-c2nc3ccccc3nc2NS(=O)(=O)c2ccc(Cl)cc2)cc1)c1cccs1	14	-8	5	4	2	98	103	104
CCCc1nc(SCC(=O)NCC2CCCO2)c2c(=O)n(C)c(=O)n(C)c2n1 (stereo unspecified)	-6	3	2	5	-2	100	87	88
O=C(NC1CCCc2ccccc21)c1ccc(=O)[nH]c1 (stereo unspecified)	4	5	1	2	2	102	96	100
CCOC(=O)/C=C/C(=O)OCC(=O)Nc1ccc(Cl)cc1Cl	15	-1	-8	-4	1	95	126	95
COCCn1c(C)cc(C(=O)CSc2cc(C)c3ccc(OC)cc3n2)c1C	-8	9	3	-2	7	98	103	101
c1ccc(CCc2nn3c(Cn4cnc5ccccc54)nnc3s2)cc1	1	10	-7	-5	-2	108	110	113
CCOC(=O)C1CCN(C(=O)c2cc3c(s2)-c2ccccc2OC3)CC1	-8	5	11	-5	8	100	108	100
O=C(CSc1cn(CCNC(=O)c2ccccc2)c2ccccc12)NCC1CCCO1 (stereo unspecified)	-1	3	9	-2	-3	99	92	96
Cc1ccc(CNC(=O)CCC(=O)Nc2nnc(C)s2)cc1	-13	-1	-7	7	2	99	98	107
CCCc1cc(=O)[nH]c(SCCc2ccccc2)n1	-4	-4	1	1	1	101	91	109
O=C(Cc1ccccc1)Nc1cccc(-c2nnc(-c3ccco3)o2)c1	-9	-8	1	1	-14	95	95	95
Cc1ccc(NC(=O)CCS(=O)(=O)c2cccc3nonc23)cc1Cl	-3	-4	-1	-9	22	103	93	101
CCN(CC(=O)Nc1ccccc1C(F)(F)F)C(=O)C1CC(=O)N(Cc2ccccc2)C1 (stereo unspecified)	1	21	4	3	-2	100	111	104
CCC(=O)N(C)CCc1cc2c(c(OC)c1/C=N/NC(=O)c1ccc(Br)cc1)OCO2	1	10	-31	-6	8	108	99	101
O=C(CNC(=O)c1ccc2c(c1)OCCO2)N/N=C/c1ccc(O)cc1O	-2	-4	7	-6	9	106	90	98
CCS(=O)(=O)n1nc(-c2ccccc2)nc1SCc1ccccc1	4	15	2	6	28	86	83	91
O=c1cc(CSc2nnnn2-c2ccccc2)nc2scc(-c3ccccc3)n12	8	-9	2	3	10	101	103	112
O=C(CN1C(=O)NC2(CCCC2)C1=O)OCCOc1ccc(Cl)cc1Cl	-7	-7	10	-3	0	100	104	108
CC(C)(C)c1ccc(OCCCNCc2ccccc2)cc1	8	2	12	2	-1	90	109	99
COc1ccc(/C=C/C(=O)OCC(=O)NCCC2=CCCCC2)cc1S(=O)(=O)N1CCOCC1	-11	-5	3	0	1	99	98	100
CC1(C)C(=O)Nc2ccccc2N1C(=O)COc1cc(Cl)ccc1Cl	.	-21	-9	0	2	103	100	99
C=CCC(NCCCO)c1cccc(OC)c1OC (stereo unspecified)	2	-19	-2	3	6	97	97	98
COc1ccc(/C=N/NC(=O)c2ccco2)cc1Cn1nc(C)cc1C	-2	-6	-2	-6	4	111	111	113
Cc1cc(-c2csc(N)n2)c(C)n1CCC(C)C	-10	-17	-10	0	1	96	90	94
CCOC(=O)c1cc(-c2ccc3c(c2)OCCO3)nc2c1c(C)nn2CCC#N	-1	11	54*	25*	0	98	102	98
COc1cc(/C=N/n2cc(-c3ccccc3)[nH]c2=S)cc(OC)c1O	-4	-5	-26	-13	23	97	97	104
O=C(O)c1cc(-c2cccs2)nn1-c1ccc(F)cc1	-6	-3	5	-9	1	101	101	99
COC(=O)c1cc(NC(=O)c2ccc(-c3ccccc3)cc2)ccc1Cl	-4	0	9	-2	-1	94	103	96
CCOc1ccc(C2CC(c3cccc(OC)c3)Nc3nc(N)nn32)cc1 (stereo unspecified)	7	-3	-3	0	7	102	105	114
COc1cc(C2NC(=O)NC(C)=C2C(=O)OCc2ccccc2)ccc1O (stereo unspecified)	6	-12	8	13	18	101	97	103
Cc1ccc2cc(C#N)c(N3CCCN(C(=S)NCCCN(C)C)CC3)nc2c1	-7	4	2	-1	2	98	87	96
CSc1ccccc1C(=O)NCc1ccc2c(c1)OCO2	-8	-11	-2	-2	17	102	105	102
CCOc1ccccc1NC(=O)C1CCN(S(C)(=O)=O)CC1	-6	-6	11	4	10	101	101	101
COc1ccc(N=Nc2c(C)[nH]c3ccccc23)cc1	-3	0	-6	0	42	90	116	98
Cc1ccc(NC(=O)[C@@H]2CCCN2C(=O)[C@@H]2Cc3ccccc3CN2)c(C)c1	11	4	0	1	2	102	91	102

A few values from the results shown:
CCOc1ccc(C2CC(c3cccc(OC)c3)Nc3nc(N)nn32)cc1 (stereo unspecified) in AHR activator → 7
Cc1cc(-c2csc(N)n2)c(C)n1CCC(C)C in AHR activator → 1

(list continues)
SMILES	EBNA-1 inh	ZTA counter	proCasp7 act	procasp3 activ	AHR activator	RPL19A TOR yeast	LAP4 TOR yeast	MEP2-GFP yeast
Cc1ccc(C(C(=O)NC2CCCCC2)N(Cc2ccco2)C(=O)C2COc3ccccc3O2)o1 (stereo unspecified)	-5	-6	-4	6	4	99	92	92
CCN(Cc1ccncc1)C(=O)CSc1ccc2ccccc2c1	3	11	4	-7	8	102	102	92
CCc1ccc(NC(=O)CSc2nc3ccsc3c(=O)n2CCC(=O)O)cc1	9	-2	-1	2	1	103	96	106
Cc1onc(-c2ccc(Cl)cc2Cl)c1C(=O)/C=C/N(C)C	6	2	-13	-10	-2	104	116	98
COc1ccc(CC(=O)N(C)CC(=O)Nc2cccc(F)c2)cc1S(=O)(=O)N1CCOCC1	8	1	3	1	-1	105	106	111
COC(=O)c1sccc1-n1cccc1C(=O)C(=O)Nc1ccc(F)cc1	-4	1	8	-3	25	103	105	106
Cc1ccccc1NC(=O)CSc1nnc2ccc(-c3ccncc3)nn12	-3	0	6	-1	1	101	104	102
CC(=O)N1CCc2cc(S(=O)(=O)CCC(=O)NCc3ccco3)ccc21	-12	-2	-6	-15	0	104	97	96
O=C(Nc1ccc(N2CCOCC2)c(Cl)c1)c1ccc(Cl)cc1	7	-32	2	5	3	93	98	89
O=C1C=C(NCCc2ccccc2)C2(CCCCC2)O1	-17	5	7	1	7	94	106	101
COCCNC(=O)C(C)OC(=O)c1cc2sccc2n1C (stereo unspecified)	2	-19	5	0	10	107	109	105
NC(=O)c1ccccc1NC(=O)CCn1c(=S)oc2ccccc21	9	2	3	4	4	104	95	107
Cc1cccc(N2CCN(c3nc4nonc4nc3N3CCSCC3)CC2)n1	2	2	-1	6	-1	96	98	101
O=C(O)c1ccccc1C(=O)Nc1ccc(Nc2ccc([N+](=O)[O-])cc2[N+](=O)[O-])cc1	-6	-8	-5	-2	1	101	99	102
COc1ccc(-c2csc(N(CC(C)C)C(=O)c3ccco3)n2)cc1	7	3	-2	-2	39	110	100	106
CC(C)CNC(=S)NC(=O)c1ccccc1Cl	0	-7	-9	4	3	100	96	121
Cn1c(=S)c2[nH]c(SCCN3CCCC3)nc2n(C)c1=O	7	9	2	11	44	103	89	105
CCCCN1C(=O)C2(OCCCO2)c2cccc(C)c21	-8	-9	8	5	-1	99	84	95
Cc1ccc(S(=O)(=O)Nc2cc(=O)[nH]c(SCC(=O)Nc3cccc(C)c3)n2)cc1	0	3	2	4	-3	96	?	?
Cc1onc(-c2ccccc2)c1-c1nnc(-c2ccccc2C(F)(F)F)o1	-9	-15	1	-4	8	99	115	109
